# Screening results: PubChem BioAssay, National Center for Advancing Translational Sciences (NCATS)
# HP1b binding inh = HP1-beta chromodomain-methylated histone interaction inhibition | AlphaScreen HP1-beta / biotin-H3K9me3 peptide binding | Potency, µM (doses to about 114 µM), without a hit: at the top dose activity change, negative = inhibition, actives largely listed as inhibitors | 0.56% of 390,000 active | AID 540317; also: potency is read from the fitted curve at half-maximal effect; nearly all actives have a fitted effect of over 70% in size; inactives centre near 23
#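 Compound inhibition of the preformed complex between 50 nM HP1-beta and 50 nM biotinylated H3K9me3 peptide was read by AlphaScreen. Buffer was PBS pH 7.4 with 0.01% Tween-20. Incubations ran 30 min at room temperature, with 10 ug/mL donor/acceptor beads.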
# JMJD2A Tudor inh = blocks the human JMJD2A Tudor domain; Potency, µM (highest dose often 114 µM), for the others: at the top dose activity change, negative = inhibition, most hits filed as inhibitors; 4.4% of 390,000 active; O75164; AlphaScreen JMJD2A-Tudor / H3K4me3 peptide binding; also: potency is read from the fitted curve at half-maximal effect; % is scaled to controls: 0 for no effect and ±100 for the full control effect; nearly all actives have a fitted effect of over 50% in size
# G9a inh = inhibitors of human histone lysine methyltransferase G9a. Q96KQ7. G9a H3K9 monomethylation, AlphaScreen, 2 h. Potency, µM (top dose mostly 102 µM), inactives show at the top dose activity, negative = inhibition, hits mostly inhibitors. 8.8% of 350,000 active. AID 504332; also: potency is read from the fitted curve at half-maximal effect; % is scaled to controls: 0 for no effect and ±100 for the full control effect; nearly all actives have a fitted effect of over 75% in size
#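 Quantitative HTS format: methyltransferase activity on a biotin-tagged H3K9 peptide is measured by AlphaScreen, using a rabbit anti-monomethyl-H3K9 antibody with streptavidin donor and anti-IgG acceptor beads. Final levels are 20 nM enzyme, 500 nM peptide, 20 uM SAM; 2 h RT.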
# ALOX12 inh = inhibitors of human 12S-lipoxygenase ALOX12. AID 1671190. P18054. Potency, µM (titrated, usually from 108 µM), inactives show at the top dose activity change, negative = inhibition, usual class: inhibitors. 1.1% of 580,000 active. purified 12hLO, xylenol orange hydroperoxide absorbance; also: potency is read from the fitted curve at half-maximal effect; % is scaled to controls: 0 for no effect and ±100 for the full control effect
#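 Purified human 12hLO at 150 nM in 25 mM Hepes, 0.01% Triton X-100, pH 7.0, preincubated 15 min at room temperature with compound. Reaction started with 40 uM arachidonic acid, 30 min at room temperature. Hydroperoxide measured by Fe-xylenol orange, 573/405 nm absorbance ratio.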
# GLS inh = glutaminase GLS (human) inhibition | O94925 | Potency, µM (doses to about 45.5 µM), for the others: top-dose activity change, negative = inhibition, hits mostly inhibitors | GLS enzymatic activity, qHTS titration | 0.21% of 410,000 active; also: potency is read from the fitted curve at half-maximal effect; % is scaled to controls: 0 for no effect and ±100 for the full control effect
#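 hKGA in 45 mM KH2PO4 pH 8.2, 0.02% Tween-20 with pin-transferred compounds; 1 mM L-glutamine (stock) plus glutamate oxidase/HRP/Amplex Red coupling added. Fluorescence read initially and after 30 min at RT.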
# BAZ2B block = blocks human BAZ2B; AlphaScreen BAZ2B-H3K14Ac peptide displacement; Potency, µM (highest dose often 114 µM), without a hit: at the top dose activity change, negative = inhibition, usual class: inhibitors; 4.4% of 360,000 active; AID 504333; also: potency is read from the fitted curve at half-maximal effect; % is scaled to controls: 0 for no effect and ±100 for the full control effect; nearly all actives have a fitted effect of over 60% in size
#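 Multi-concentration screen (max 110 uM) measuring displacement of acetylated histone H3 peptide from BAZ2B by AlphaScreen, using 50 nM protein, 50 nM peptide and 10 ug/mL streptavidin donor plus Ni-chelate acceptor beads.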
# PI4K2A inh = inhibitors of human PI4K2A. activity change, negative = inhibition, % at 76.9 µM. Q9BTU6. purified PI4K2A, ADP-Glo luminescence, 1 h; hits give low values. 0.13% of 420,000 active; in the data active = activity change below about -50%; inconclusive = mostly about -30% to -49%;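 also: -100% = wells without enzyme as full effect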
#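 PI4K2A activity was measured by ADP-Glo luminescence: enzyme (4 ug/mL stock) and phosphatidylinositol (1.2 mM stock) in Tris pH 7.5/MgCl2/EGTA/Triton X-100 buffer were reacted with ATP (300 microM stock) for one hour at ambient temperature.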
# RGS4 inhibitor = human RGS4 inhibition; 0.039% of 390,000 active; AID 504845; Potency, µM (titrated, usually from 114 µM), for inactives: at the highest dose activity change, negative = inhibition, most hits filed as inhibitors; P49798; Transcreener GDP fluorescence polarization, RGS4-accelerated GTP hydrolysis; also: potency is read from the fitted curve at half-maximal effect; % is scaled to controls: 0 for no effect and ±100 for the full control effect; nearly all actives have a fitted effect of over 75% in size; some results filed as inactive show a strong effect at the top dose
# Target sequence (P49798 whole entry, looked up): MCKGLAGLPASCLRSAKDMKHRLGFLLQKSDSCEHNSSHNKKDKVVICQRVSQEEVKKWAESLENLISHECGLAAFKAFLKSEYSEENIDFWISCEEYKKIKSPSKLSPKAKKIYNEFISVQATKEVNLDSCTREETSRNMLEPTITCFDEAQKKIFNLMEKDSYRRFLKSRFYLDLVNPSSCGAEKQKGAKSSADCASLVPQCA
#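 MLSMR compounds (23 nl, pin-transferred) preincubated 10 min at room temperature with a 500nM (2x) first reagent, then RGS4 at 900nM (2x) plus Transcreener GDP mix added; fluorescence polarization (620/688 nm) read before and after 90 min at 30 °C.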
# ERG Ets-DNA blk = inhibitors of human ERG Ets domain-DNA interaction | P11308 | fluorescence polarization, His-ERG Ets domain / labelled DNA | Potency, µM (doses to about 76.9 µM), for the others: at the top dose FP activity, negative = inhibition, most hits filed as inhibitors | 0.028% of 370,000 active | AID 624246; active = well fitted inhibition curve with a large enough effect in the polarisation, with a control signal flat; inconclusive = small, poorly fitted or top-dose-only effect, or effect the other way, or a change in a side signal; inactive = no such curve, though single readings can be large or run the other way; the % refers to the polarisation;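 also: polarization taken with two DNA probes labelled with fluorescein and Texas red; potency is read from the fitted curve at half-maximal effect; % of control where 0% means no effect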
# Target sequence (P11308 whole entry, looked up, the tested form may be a part): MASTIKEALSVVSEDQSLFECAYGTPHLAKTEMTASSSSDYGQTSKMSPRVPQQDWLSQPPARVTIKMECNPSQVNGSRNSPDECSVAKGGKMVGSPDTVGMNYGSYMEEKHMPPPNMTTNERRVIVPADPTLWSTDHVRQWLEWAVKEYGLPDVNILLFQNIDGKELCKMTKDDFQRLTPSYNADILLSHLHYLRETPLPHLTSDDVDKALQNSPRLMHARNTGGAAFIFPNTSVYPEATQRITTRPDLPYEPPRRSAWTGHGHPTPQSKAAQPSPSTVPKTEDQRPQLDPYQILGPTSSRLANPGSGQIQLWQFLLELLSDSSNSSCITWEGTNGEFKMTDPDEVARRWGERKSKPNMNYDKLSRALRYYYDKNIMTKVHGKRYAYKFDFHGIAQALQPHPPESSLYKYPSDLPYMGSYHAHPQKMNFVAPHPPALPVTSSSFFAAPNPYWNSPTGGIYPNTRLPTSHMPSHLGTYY
#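 His-tagged ERG Ets domain (1 uM in the protein solution; 300mM KCl, 50mM Tris-HCl, 1mM EDTA, 1mM DTT, pH 7.5) received compound, then a probe mix of 5 nM fluorescein-DNA and 100nM Texas-615-DNA. Fluorescence polarization was read for both dyes.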
# The depositor's hits bear a star; ? = inconclusive; nt = not tested or not shown; [ ] = remark or other dose. Unless noted, calls follow the shape of the dose curve; as a rule, active = well fitted curve in the direction sought with a large enough effect; inconclusive = small, poorly fitted or top-dose-only effect, or another doubt; inactive = no such curve, though single readings can be large; an effect the other way counts as inactive or inconclusive.
HP1b binding inh	JMJD2A Tudor inh	G9a inh	ALOX12 inh	GLS inh	BAZ2B block	PI4K2A inh	RGS4 inhibitor	ERG Ets-DNA blk	molecule
17%	-10%	18%[59 µM]	-17%	-2%	6%	5	4%	-1%	CCCCCC(=O)NC(=S)Nc1ccc(Br)cc1C
10%	-9%	-6%[59 µM]	?	6%	-21%	-2	17%	1%	N#CCC(=N)N1CCN(c2ccccc2)CC1
-6%	-32%	?	5%	-11%	-34%	-9	8%	-5%	Cc1ccc(S(=O)(=O)NC(CC(=O)N2CCc3ccccc32)c2ccco2)cc1 (stereo not drawn)
-23%	?	10%[59 µM]	3%	17%	?	-3	-14%	0%	COc1ccc(O)c(-c2cc(-c3ccccc3[N+](=O)[O-])[nH]n2)c1
18%	-33%	6%[2.33 µM]	225%[activator]	-12%	-9%	3	?	7%	CCOc1ccc(CN(C)C(=O)CN2C(=O)NC(c3ccccc3)(c3ccccc3)C2=O)cc1
17%	-13%	11%[59 µM]	-10%	-2%	10%	0	-5%	16%	CN(c1ccc(OCC(=O)Nc2nc(-c3ccccc3)cs2)cc1)S(=O)(=O)c1ccc(F)cc1
7%	-25%	9%[59 µM]	-24%	1%	2%	2	5%	nt	O=C(CN(Cc1ccccc1)S(=O)(=O)c1ccc2c(c1)OCCO2)N/N=C/c1cccc(Br)c1
-12%	-23%	?	-27%	-2%	-37%	1	-36%	-12%	CCCCOc1cccc(C(=O)NC(=S)Nc2cccnc2)c1
41%[activator]	-19%	5%	-1%	2%	-5%	-4	-7%	-16%	CC(Oc1cc2oc(=O)c3c(c2cc1Cl)CCCC3)C(=O)NCc1ccncc1 (stereo not drawn)
29%	-12%	21%[59 µM]	0%	-6%	-5%	-1	0%	2%	CCCN1Cc2cccc(C(=O)Nc3ccc(C)cc3)c2C1=O
-5%	-32%	?	0%	-15%	35µM*	0	-42%	-5%	CN1CCN(/N=C/c2ccc(N(C)c3ccccc3)cc2)CC1
13%	5%	6%	7%	8%	2%	0	8%	-23%	Cc1nonc1NC(=O)CSc1nnnn1-c1ccccc1
35%[activator]	-12%	14%	0%	2%	-13%	-1	25%	-1%	CN(C)c1ccc(P(=O)(OC2CCCCC2)C(O)c2cccnc2)cc1 (stereo not drawn)
25%	0%	-13%	6%	20%	-10%	-4	30%	49%[activator]	O=C(O)c1ccc(S(=O)(=O)N2CCCc3ccccc32)cc1
38%	-1%	28%	-22%	-9%	-3%	-4	7%	0%	CCOc1cc(-c2noc(-c3ccncc3)n2)cc(Br)c1OC
52%[activator]	17%	17%	-1%	-6%	7%	42	-20%	-16%	CCN(C(=S)NCc1ccccc1)c1ccccc1
35%	-6%	nt	25%	24%	-14%	-6	-8%	4%	CC1=NNC(=O)C1Oc1ccccc1 (stereo not drawn)
19%	?	8.9µM*	?	-11%	-34%	-3	-41%	2%	Cc1ccc(NC(=O)Cc2nc(CCl)cs2)cc1
45%[activator]	-3%	nt	-48%	-2%	0%	3	3%	-10%	COC(=O)[C@H](CC(C)C)NC(=O)Nc1ccc(F)cc1

# Compound profiles (already shown).
# CCOc1cc(-c2noc(-c3ccncc3)n2)cc(Br)c1OC as listed: HP1b binding inh: 38%; JMJD2A Tudor inh: -1%; G9a inh: 28%; ALOX12 inh: -22%; GLS inh: -9%; BAZ2B block: -3%; PI4K2A inh: -4; RGS4 inhibitor: 7%; ERG Ets-DNA blk: 0%
# CCOc1ccc(CN(C)C(=O)CN2C(=O)NC(c3ccccc3)(c3ccccc3)C2=O)cc1 as listed: HP1b binding inh: 18%; JMJD2A Tudor inh: -33%; G9a inh: 6%[2.33 µM]; ALOX12 inh: 225%[activator]; GLS inh: -12%; BAZ2B block: -9%; PI4K2A inh: 3; RGS4 inhibitor: ?; ERG Ets-DNA blk: 7%
# O=C(CN(Cc1ccccc1)S(=O)(=O)c1ccc2c(c1)OCCO2)N/N=C/c1cccc(Br)c1 as listed: HP1b binding inh: 7%; JMJD2A Tudor inh: -25%; G9a inh: 9%[59 µM]; ALOX12 inh: -24%; GLS inh: 1%; BAZ2B block: 2%; PI4K2A inh: 2; RGS4 inhibitor: 5%; ERG Ets-DNA blk: nt

# Taken from above.
# Under PI4K2A inh, `O=C(O)c1ccc(S(=O)(=O)N2CCCc3ccccc32)cc1` shows -4
# Under ERG Ets-DNA blk, `CN1CCN(/N=C/c2ccc(N(C)c3ccccc3)cc2)CC1` shows -5%
# Under HP1b binding inh, `COc1ccc(O)c(-c2cc(-c3ccccc3[N+](=O)[O-])[nH]n2)c1` shows -23%

# Arranged by heavy-atom count (rising): some entries from above.
HP1b binding inh	JMJD2A Tudor inh	G9a inh	ALOX12 inh	GLS inh	BAZ2B block	PI4K2A inh	RGS4 inhibitor	ERG Ets-DNA blk	molecule
10%	-9%	-6%[59 µM]	?	6%	-21%	-2	17%	1%	N#CCC(=N)N1CCN(c2ccccc2)CC1
25%	0%	-13%	6%	20%	-10%	-4	30%	49%[activator]	O=C(O)c1ccc(S(=O)(=O)N2CCCc3ccccc32)cc1
7%	-25%	9%[59 µM]	-24%	1%	2%	2	5%	nt	O=C(CN(Cc1ccccc1)S(=O)(=O)c1ccc2c(c1)OCCO2)N/N=C/c1cccc(Br)c1

# These rows are one share of the data, so the mix of outcomes need not match the whole.
